Siah-1 displacement: blockers of Siah-1 interaction with plectin peptide – biochemical, fluorescence polarization, rhodamine-plectin, uHTS, primary screen (AID 1817); 290,000 compounds, 0.02% hits; Siah-1 / rhodamine-plectin peptide fluorescence polarization; higher % means a stronger effect; displacement, % at 20 µM; hits with a dose series show IC50 in µM;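 active = displacement of at least 50% at 20 µM, with a fluorescence ratio check between 0.3 and a set limit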;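 also: plate controls were Siah plus tracer with DMSO for no effect and tracer alone without Siah for full effect; strong numbers were not always called active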
UTI89 phage lysis: inhibition of K1F phage lysis, E. coli UTI89, bacterial capsule biogenesis inhibitors, alamar blue (AID 488966). E. coli UTI89 K1F phage lysis, alamar blue, 2 h; higher % means a stronger effect. inhibition, % at 100 µM, or IC50 in µM where a hit was titrated. 340,000 compounds, 0.02% hits;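 active = phage lysis inhibition, versus mean bacterial control, above a set limit; inconclusive = no clear call, values can overlap the other calls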;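 also: capsule biogenesis inhibitors block K1F phage lysis so surviving cells raise fluorescence; higher fluorescence means more inhibition of phage lysis; actives were called in the ten point dose series up to 300 µM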
Rac1 GTP hydrolysis: MgcRacGAP GTPase-activating activity inhibitors, confirmation, biochemical, ADP Hunter fluorescence; MgcRacGAP-stimulated Rac1 GTP hydrolysis, ADP Hunter fluorescence; higher % means a stronger effect; GST-tagged Rac1 F28L mutant substrate; one-dose inhibition, % at 30 µM; IC50 in µM for titrated hits; 340,000 compounds, 0.6% hits; AID 624330;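 active = first-screen hits whose inhibition reached a set limit at any dose in the follow-up dose series; inconclusive = inhibition above the set first-screen limit but never retested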;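 also: fluorescence reports GDP produced by GAP-driven GTP hydrolysis; strong numbers were not always called active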
AID2073: inhibitors of Mint1-CaV2.2 protein interaction, biochemical, HTRF (AID 2073) | HTRF protein-protein interaction, Mint1-CaV2.2; higher % means a stronger effect | inhibition, % at 20 µM, or IC50 in µM where a hit was titrated | 290,000 compounds, 0.19% hits; in the data active = inhibition mostly above about 51%, no sharp cut-off; inconclusive = no clear call, values can overlap the other calls; inactive = mostly below about 53%; also: some results filed as inactive read as strong as hits
Large T inhibition: TAg ATPase/helicase activity blockers – biochemical (AID 1903); SV40 large T antigen ATPase/helicase inhibition assay; higher % means a stronger effect; inhibition, % at 20 µM; hits with a dose series show IC50 in µM; 310,000 compounds, 0.39% hits; in the data active = a potency from the dose series; inconclusive = inhibition mostly from about 32% at the one dose, without a potency; inactive = the rest, 99 in 100 with inhibition below about 32%; also: strong numbers were not always called active
RSV antiviral HEp-2: RSV antiviral activity via CPE protection, HEp-2 cells, primary 10 µM value included (AID 2391) | CPE inhibition, % at 10 µM; hits with a dose series show IC50 in µM | HEp-2 cells, RSV-induced CPE inhibition; higher % means a stronger effect | 310,000 compounds, 0.13% hits; in the data active = a potency from the dose series; inconclusive = CPE inhibition mostly from about 23% at the one dose, without a potency; inactive = the rest, 99 in 100 with CPE inhibition below about 21%; also: strong numbers were not always called active
Dengue-2 NS5 capping: Dengue-2 NS5 methyltransferase inhibitors, primary screen, biochemical, confirmation dose response (AID 588689) | Dengue-2 NS5 methyltransferase capping enzyme assay, biochemical; higher % means a stronger effect | 340,000 compounds, 0.3% hits | one-dose inhibition, % at 25 µM; IC50 in µM for titrated hits; in the data active = a potency from the dose series; inconclusive = inhibition above about 29% without an active follow-up result
NTR1 ag: agonists of NTR1, primary screen, imaging, U2OS cells, beta-arrestin-GFP, high content (AID 493036); P30989; NTR1-U2OS beta-arrestin-GFP spot imaging, agonist mode; activation, % at 20 µM; 330,000 compounds, 0.17% hits;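 active = activation at or above 40% of the spot to cytoplasm intensity ratio, with at least 20 cells analyzed; inconclusive = wells under 20 cells, flagged as cytotoxic or low count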;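 also: 0% = DMSO without peptide and 100% = 100 nM NTR1 peptide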
Target sequence (P30989 whole entry, looked up): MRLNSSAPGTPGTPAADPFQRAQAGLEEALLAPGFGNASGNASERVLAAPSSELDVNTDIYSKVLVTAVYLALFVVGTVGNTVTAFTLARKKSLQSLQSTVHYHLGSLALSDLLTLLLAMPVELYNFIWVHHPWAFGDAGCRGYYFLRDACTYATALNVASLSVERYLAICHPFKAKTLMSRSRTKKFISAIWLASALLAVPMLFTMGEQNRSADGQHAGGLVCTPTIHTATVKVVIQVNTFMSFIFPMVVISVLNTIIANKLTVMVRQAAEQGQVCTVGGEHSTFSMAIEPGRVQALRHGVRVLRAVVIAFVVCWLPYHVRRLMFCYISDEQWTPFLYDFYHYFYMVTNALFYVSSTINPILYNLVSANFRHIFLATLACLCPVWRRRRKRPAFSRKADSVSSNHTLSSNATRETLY
West Nile antiviral: West Nile virus antiviral activity, cell-based, CPE readout (AID 1621); CPE inhibition, % at 10 µM; hits with a dose series show IC50 in µM; 290,000 compounds, 0.02% hits; West Nile virus-infected cells, CPE inhibition; higher % means a stronger effect; in the data active = a potency from the dose series; inconclusive = CPE inhibition mostly from about 3.7% at the one dose, without a potency; inactive = the rest, 99 in 100 with CPE inhibition below about 2.2%; also: strong numbers were not always called active
NTR1 ag cell count 20 µM: also measured in NTR1 ag; calls as there; cell count; measured here: cell count, cytotoxicity flag
Dengue-2 NS5 capping pilot replicate: recorded beside Dengue-2 NS5 capping, whose call it bears; inhibition, %; measured here: pilot screen replicate inhibition
An asterisk follows results filed as active; ? = inconclusive; · = not tested or not shown; [ ] = dose if it differs, or a comment.

SMILES	Siah-1 displacement	UTI89 phage lysis	Rac1 GTP hydrolysis	AID2073	Large T inhibition	RSV antiviral HEp-2	Dengue-2 NS5 capping	NTR1 ag	NTR1 ag cell count 20 µM	West Nile antiviral	others
CC(C)OC(=O)C1C(=O)CC(C)(O)C(C(=O)OC(C)C)C1c1ccc(F)cc1 (stereo not drawn)	-0.7%	0.2%[50 µM]	4.0%	0.6%	-4.5%	3.1%	-4.5%	-0.7	34	-1.0%
N#CC1=C(N)N(c2ccc(Cl)c(Cl)c2)C(=O)C1	-1.3%	1.5%	5.1%	0.8%	14.5%	4.1%	-23.0%	-0.4	55	0.0%
CC1C/C(=N/NC(=O)c2cccc(F)c2)c2ccc(O)cc2C1 (stereo not drawn)	0.8%	0.4%	17.9%	10.1%	31.3%	1.4%	-4.8%	0.4	62	1.2%
COc1ccc(S(=O)(=O)N2CCN(CC(O)COc3ccc(C#N)cc3)CC2)cc1OC (stereo not drawn)	0.7%	0.8%	5.3%	10.5%	5.7%	8.4%	-7.1%	0.9	67	-1.2%
O=C(C[n+]1cccc(/C=N/O)c1)N1CCCCCC1	5.4%	0.3%	10.0%	15.8%	7.1%	1.7%	5.3%	0.1	98	0.2%
O=C(NCCc1nnc2ccc(NCCCN3CCOCC3)nn12)c1ccccc1	3.2%	0.3%[50 µM]	5.0%	7.9%	4.9%	0.4%	1.9%	-0.1	72	-0.1%
O=C(/C(=N\Nc1ccccc1)Sc1nnnn1-c1ccccc1)c1ccccc1	2.4%	0.2%[50 µM]	-9.3%	-11.4%	5.3%	0.2%	2.6%	3.8	48	-0.2%
COC(=O)C1C(c2ccc(N(C)C)cc2)C(C(=O)OC)S(=O)(=O)CS1(=O)=O (stereo not drawn)	-0.4%	0.2%	8.5%	1.1%	2.2%	1.5%	-4.5%	-0.4	80	0.1%
CN(C1CCCC1)C1CCN(C(=S)Nc2cc(F)cc(F)c2)CC1	3.4%	0.3%	3.9%	-6.2%	6.0%	-1.2%	-6.4%	0.6	58	-0.2%
Cc1ccccc1-n1ncc2c1CC(C)(C)CC2NC(=O)CN1CCCC1=O (stereo not drawn)	2.0%	1.5%[50 µM]	6.6%	12.4%	6.2%	1.3%	-1.9%	0.3	57	-0.6%
CCN(CC)N=Nc1ccc(S(N)(=O)=O)cc1	-1.5%	0.5%	5.6%	-8.3%	·	5.3%	-0.8%	3.2	50	-1.1%
COc1ccc(-n2c(C)c(C)c3c(NCCCN(C)C)ncnc32)cc1	-4.0%	0.0%	20.8%	7.5%	10.2%	-0.8%	-0.7%	-0.1	78	-1.1%
C=C(C(=O)O)C(CCCCCC)C(=O)O (stereo not drawn)	-2.1%	1.4%	-4.5%	23.9%	5.2%	3.7%	4.2%	-1.0	81	-0.5%
CC(=O)c1ccc(OCC(=O)NC(=O)NC2CCCCC2)cc1	8.4%	0.1%	-1.1%	-2.6%	26.5%	8.5%	1.9%	-0.5	61	0.6%
O=C(NCc1nnc(SCc2ccccc2)n1-c1ccc(F)cc1)C12CC3CC(CC(C3)C1)C2	1.6%	0.8%	15.7%	-0.6%	4.0%	0.8%	1.4%	6.5	68	·
CCC(NC(=O)Nc1ccc(O)cc1)(C(F)(F)F)C(F)(F)F	-0.2%	0.0%	?	40.9%	?	2.0%	-3.5%	0.8	45	0.8%
Cc1cc(=O)oc2cc(OCC(=O)N3CCc4ccccc4C3)ccc12	-2.3%	-0.7%	7.6%	6.5%	-2.9%	3.5%	-1.6%	0.3	38	-0.1%
COc1ccc(OC)c(NC(=O)c2nc(S(=O)(=O)Cc3ccccc3)ncc2Cl)c1	-1.1%	-0.3%	6.9%	-53.4%	14.0%	-2.0%	0.0%	12.7	76	-1.6%
COc1ccc(C(=O)NC(=S)NNC(=O)c2ccc(NC(=O)C(C)C)cc2)cc1	-8.2%	11.5%[50 µM]	5.6%	-12.8%	17.9%	2.3%	-6.4%	4.5	86	-1.1%
Cc1cc(C)n(CCSCC(=O)O)n1	2.8%	4.1%	5.1%	3.5%	8.1%	1.8%	0.7%	1.0	58	-0.5%
CC(C)(C)c1ccc(S(=O)(=O)N2CCSC2)cc1	-1.1%	3.4%	9.5%	-1.2%	3.2%	0.4%	-5.5%	-0.4	43	-0.9%
CCN(CC)S(=O)(=O)c1cc(C(=O)N=c2sccn2C)ccc1OC	10.2%	0.0%	5.2%	13.5%	16.9%	2.1%	-1.6%	1.7	68	-0.4%
Cc1ccccc1C(=O)NNC(=O)CN1C(=O)c2ccccc2C1=O	-4.2%	0.1%	11.5%	11.7%	2.7%	1.4%	-9.1%	0.1	101	-0.6%
COc1cc(CC(NC(C)=O)C(=O)NC2CCN(C(=O)c3ccc(C)cc3)CC2)cc(OC)c1 (stereo not drawn)	0.3%	0.5%	7.0%	2.2%	4.6%	1.1%	3.2%	1.2	47	-0.2%
CCc1nnc(NC(=O)CCC(=O)Nc2ccc(Cl)cc2)s1	10.5%	0.5%	6.2%	5.7%	-2.2%	2.7%	1.8%	1.2	64	-0.6%
O=S(=O)(Nc1ccccc1)c1ccc(Oc2ncc(C(F)(F)F)cc2Cl)cc1	11.1%	-0.3%	7.5%	5.4%	3.0%	-0.2%	-4.8%	13.7	77	-0.9%
CCOC(=O)C1=CN(Cc2cccc(F)c2)S(=O)(=O)N(C)C1c1ccc(F)c(Cl)c1 (stereo not drawn)	·	0.3%	6.8%	·	·	·	4.3%	0.3	61	·	Dengue-2 NS5 capping pilot replicate=4.2
CCCOP(=O)(c1ccccc1)c1ccccc1	8.4%	2.2%[50 µM]	-0.9%	1.8%	6.7%	2.4%	-1.9%	0.1	72	0.2%
Cc1cc(NC(=O)C(Cl)c2ccccc2)no1 (stereo not drawn)	-2.7%	-1.4%	-3.2%	2.7%	1.8%	0.1%	-12.7%	2.9	45	0.5%
O=C(NCCS(=O)(=O)N1CCN(c2ccc(F)cc2)CC1)c1ccco1	·	2.7%[50 µM]	6.4%	·	5.1%	3.1%	4.3%	0.6	59	·
COC(=O)c1sc2nc[nH]c(=O)c2c1C	5.1%	0.1%	10.0%	11.1%	1.9%	?	1.1%	0.3	48	·
CCC(COC(C)=O)Nc1nc2c([nH]1)c(=O)n(C)c(=O)n2C (stereo not drawn)	-0.4%	-0.7%	-0.7%	-5.7%	13.8%	1.3%	9.2%	0.7	51	0.0%
CCCCN(C(=O)/C=C/c1ccco1)c1c(N)n(Cc2ccccc2)c(=O)[nH]c1=O	16.1%	0.5%	10.2%	-2.9%	22.6%	0.8%	-5.8%	0.9	72	-0.5%
O=C(N/N=C/c1ccc(OC(=O)c2ccco2)cc1)c1ccccn1	6.4%	·	·	-5.9%	7.1%	0.1%	·	0.0	96	0.7%
COc1ccc(C2=NCC(CSc3nnc(-c4ccc5c(c4)OCO5)o3)S2)cc1 (stereo not drawn)	5.6%	1.4%	11.0%	11.2%	4.6%	5.8%	-4.0%	3.1	78	-0.8%
COC(=O)c1ccc(CN2CCCC(CO)(Cc3ccc(F)cc3F)C2)cc1 (stereo not drawn)	3.0%	0.4%	15.6%	-1.8%	8.5%	1.1%	0.6%	-0.9	44	-0.3%
CCOc1ccc(NC(=O)CSCc2cnn(-c3ccccc3)c2-n2cccc2)cc1	2.4%	0.2%	7.5%	0.1%	20.9%	?	-3.3%	0.0	91	-0.6%
O=C(NCc1ccccc1Br)c1cccc2c1C(=O)c1ccc(N3CCC(Cc4ccccc4)CC3)cc1S2(=O)=O	·	0.1%	10.6%	·	·	·	?	2.4	45	·
N#Cc1nc(COc2ccccc2F)oc1N1CCCCCC1	4.9%	2.6%	6.4%	-1.0%	4.3%	1.8%	-5.5%	1.3	64	-0.6%
O=C(/C=C1\SC(=O)N(CC(=O)Nc2ccc(Cl)cc2)C1=O)Nc1ccc(F)cc1	0.4%	4.2%	10.2%	-11.1%	3.3%	4.3%	-9.1%	-1.1	66	-0.7%

For reference, part of the list above:
SMILES	Siah-1 displacement	UTI89 phage lysis	Rac1 GTP hydrolysis	AID2073	Large T inhibition	RSV antiviral HEp-2	Dengue-2 NS5 capping	NTR1 ag	NTR1 ag cell count 20 µM	West Nile antiviral	others
COC(=O)c1sc2nc[nH]c(=O)c2c1C	5.1%	0.1%	10.0%	11.1%	1.9%	?	1.1%	0.3	48	·
CCC(COC(C)=O)Nc1nc2c([nH]1)c(=O)n(C)c(=O)n2C (stereo not drawn)	-0.4%	-0.7%	-0.7%	-5.7%	13.8%	1.3%	9.2%	0.7	51	0.0%
CCCCN(C(=O)/C=C/c1ccco1)c1c(N)n(Cc2ccccc2)c(=O)[nH]c1=O	16.1%	0.5%	10.2%	-2.9%	22.6%	0.8%	-5.8%	0.9	72	-0.5%

(more compounds)
SMILES	Siah-1 displacement	UTI89 phage lysis	Rac1 GTP hydrolysis	AID2073	Large T inhibition	RSV antiviral HEp-2	Dengue-2 NS5 capping	NTR1 ag	NTR1 ag cell count 20 µM	West Nile antiviral	others
O=C(CSc1nnc(Cn2c(=O)sc3ccccc32)n1-c1ccccc1)N1CCOCC1	5.6%	-0.6%	4.2%	-10.9%	-1.6%	1.7%	-5.7%	-0.2	68	-0.7%
O=C1N=C2SCCN2/C1=C\c1c(Cl)cccc1Cl	9.6%	-0.6%	13.2%	-4.4%	-8.4%	0.6%	2.7%	3.8	43	-0.2%
O=C(COC(=O)CSc1ccc(F)cc1)NCC1CCCCC1	-3.0%	0.4%	1.4%	4.4%	25.9%	1.1%	-3.9%	0.6	58	0.0%
CC(=O)NCc1ccc(S(=O)(=O)N/N=C/c2ccc(Br)cc2)cc1	4.1%	-0.2%	5.5%	3.3%	-4.4%	0.1%	3.5%	-1.4	83	-0.7%

Structural class: the entries above with an NH in an aromatic ring.
SMILES	Siah-1 displacement	UTI89 phage lysis	Rac1 GTP hydrolysis	AID2073	Large T inhibition	RSV antiviral HEp-2	Dengue-2 NS5 capping	NTR1 ag	NTR1 ag cell count 20 µM	West Nile antiviral	others
COC(=O)c1sc2nc[nH]c(=O)c2c1C	5.1%	0.1%	10.0%	11.1%	1.9%	?	1.1%	0.3	48	·
CCC(COC(C)=O)Nc1nc2c([nH]1)c(=O)n(C)c(=O)n2C (stereo not drawn)	-0.4%	-0.7%	-0.7%	-5.7%	13.8%	1.3%	9.2%	0.7	51	0.0%
CCCCN(C(=O)/C=C/c1ccco1)c1c(N)n(Cc2ccccc2)c(=O)[nH]c1=O	16.1%	0.5%	10.2%	-2.9%	22.6%	0.8%	-5.8%	0.9	72	-0.5%

High-throughput results: PubChem BioAssay, several laboratories

Compounds as they come; any-hit rate near 1.6%.
